GoLoco inh red – blocks human Gai1 binding to RGS12 GoLoco peptide, red readout | P63096 | Gai1:RGS12 GoLoco peptide FP, rhodamine, 10 min | Potency, µM (doses to about 61.6 µM), inactives show top-dose activity, negative = inhibition, usual class: inhibitors | actives 0.44% (n = 230,000); active = well fitted inhibition curve with a large enough effect, not every such curve was filed as active; inactive = no such curve, though single readings can be large or run the other way; note: % is set by controls: 0 for no effect and ±100 for the full control effect; nearly all actives have a fitted effect of over 30% in size; many of its hits are not listed in these tables
Target sequence (P63096 whole entry, looked up): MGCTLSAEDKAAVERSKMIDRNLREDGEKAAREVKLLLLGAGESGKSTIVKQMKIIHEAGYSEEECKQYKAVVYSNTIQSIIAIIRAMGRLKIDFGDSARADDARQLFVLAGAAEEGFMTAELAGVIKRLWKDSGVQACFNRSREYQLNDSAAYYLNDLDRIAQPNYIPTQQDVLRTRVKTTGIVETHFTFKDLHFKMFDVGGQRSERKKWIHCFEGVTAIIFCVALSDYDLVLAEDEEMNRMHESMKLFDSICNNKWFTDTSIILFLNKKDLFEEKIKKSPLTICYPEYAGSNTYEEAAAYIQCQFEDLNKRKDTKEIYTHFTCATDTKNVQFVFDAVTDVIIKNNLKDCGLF
KinaseGlo FLuc – counter-screen: inhibitors of Kinase-Glo firefly luciferase | Q27757 | Kinase-Glo luciferase, ATP luminescence, 8 min | Potency, µM (top dose mostly 38.3 µM), without a hit: at the highest dose activity change, negative = inhibition, actives largely listed as inhibitors | actives 0.28% (n = 200,000); note: % is set by controls: 0 for no effect and ±100 for the full control effect; nearly all actives have a fitted effect of over 60% in size
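Recombinant Kinase-Glo luciferase, 10 uM ATP (linear range), luciferin; imidazole pH 7.2 / KCl / MgCl2 / Tween / BSA buffer; 8 min RT; luminescence.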
SMN2 splice up – increases expression of the SMN2 splice variant. HEK293 SMN2-luciferase splicing reporter, luminescence, 30-36 h. Potency, µM (doses to about 46.1 µM), for inactives: at the top dose activity change, positive = activation, hits mostly activators. actives 2.8% (n = 210,000). AID 1458; note: % of control where 0% means no effect; nearly all actives have a fitted effect of over 55% in size
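qHTS luciferase splicing reporter: luminescence rises when SMN2 exon 7 is included in transfected HEK293 cells. Compound exposure lasted 30-36 h at 37C, with 4.5 mM final sodium butyrate as control, followed by a ONE-Glo read.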
JMJD2E inh – inhibitors of human JMJD2E histone demethylase | B2RXH2 | JMJD2E catalytic domain, FDH-coupled NADH fluorescence (FDH is formaldehyde dehydrogenase) | Potency, µM (top dose mostly 57.1 µM), without a hit: at the top dose activity change, negative = inhibition, most hits filed as inhibitors | actives 1.6% (n = 230,000) | AID 2147; active = well fitted inhibition curve with a large enough effect, not every such curve was filed as active; inconclusive = small, poorly fitted or top-dose-only effect, or another doubt; inactive = no such curve, though single readings can be large or run the other way;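 note: 0% = wells with enzyme and -100% = buffer wells without enzyme; nearly all actives have a fitted effect of over 50% in size; many of its hits are not listed in these tables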
NPSR antag – blocks cAMP signaling of the human neuropeptide S receptor; CHO-NPSR cells, cAMP TR-FRET, antagonist mode; Q6W5P4; Potency, µM (titrated, usually from 38.3 µM), for the others: at the top dose activity change, negative = inhibition, hits mostly inhibitors; actives 1% (n = 220,000); note: % is set by controls: 0 for no effect and ±100 for the full control effect; nearly all actives have a fitted effect of over 50% in size; many of its hits are not listed in these tables
IMPase Li cell – membrane-permeable IMPase blocker, potentiated with lithium; CHO-M1 cells, IP1 TR-FRET (IP-One), carbachol + lithium; Potency, µM (doses to about 59.4 µM), for inactives: at the top dose activity, negative = IMPase inhibition, usual class: inhibitors; actives 0.35% (n = 210,000); AID 1457;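 note: IP1 builds up when IMPase is blocked and the TR-FRET signal falls; plate controls were basal vehicle for no effect and high inhibitor control for full effect; nearly all actives have a fitted effect of over 50% in size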
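Concentration–response in CHO-M1 cells, lithium-potentiated; 30 min at 37C. IP1 detected by competitive TR-FRET after 10 min lysis at RT. Hill-fitted AC50.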
RECQ1 inh – inhibitors of human RECQ1 DNA helicase; P46063; Potency, µM (doses to about 57.3 µM), inactives show at the highest dose activity, negative = inhibition, most hits filed as inhibitors; actives 0.54% (n = 240,000); RECQ1 DNA unwinding, red fluorescence kinetic read;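 note: plate controls were vehicle for no effect and no enzyme for full effect; nearly all actives have a fitted effect of over 30% in size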
Target sequence (P46063 whole entry, looked up): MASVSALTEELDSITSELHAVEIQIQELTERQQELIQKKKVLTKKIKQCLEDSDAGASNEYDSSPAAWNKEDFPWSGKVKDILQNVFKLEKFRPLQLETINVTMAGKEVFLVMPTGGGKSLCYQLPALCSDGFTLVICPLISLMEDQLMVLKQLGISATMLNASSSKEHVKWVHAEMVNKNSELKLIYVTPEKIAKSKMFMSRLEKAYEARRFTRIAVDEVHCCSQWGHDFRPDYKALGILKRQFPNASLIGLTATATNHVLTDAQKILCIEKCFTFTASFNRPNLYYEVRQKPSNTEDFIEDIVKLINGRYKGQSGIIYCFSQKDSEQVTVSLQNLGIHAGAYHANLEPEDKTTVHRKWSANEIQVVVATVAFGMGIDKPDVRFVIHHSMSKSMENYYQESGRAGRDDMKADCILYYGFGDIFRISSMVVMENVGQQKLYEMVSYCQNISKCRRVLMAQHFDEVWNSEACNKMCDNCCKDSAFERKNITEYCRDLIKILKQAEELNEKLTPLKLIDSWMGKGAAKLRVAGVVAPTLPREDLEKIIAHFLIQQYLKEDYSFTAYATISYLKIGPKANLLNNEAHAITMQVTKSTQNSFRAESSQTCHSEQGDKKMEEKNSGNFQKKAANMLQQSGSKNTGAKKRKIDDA
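RECQ1T1 50 nM; forked duplex (20 bp + 30-nt ss tails) 200 nM, ATP 2 mM final; pH 8.0, 2 mM MgCl2, 2.5 ug/ml poly(dI-dC); 15 min compound preincubation; discontinuous kinetic read over 2 h at RT.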
Epigenetic reg – derepresses silenced GFP reporter in murine cells. Potency, µM (titrated, usually from 53.9 µM), without a hit: top-dose GFP activation, actives largely listed as activators. murine LDR cells, GFP reporter derepression, 30 h. actives 0.2% (n = 280,000); note: % of control where 0% means no effect; nearly all actives have a fitted effect of over 60% in size
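GFP-positive cell count by laser-scanning cytometry (objects 20–120 um) after 30 h, 37 C compound exposure of murine LDR cells; reporter is CMV-GFP integrated at a silenced locus, inducible by HDAC or DNMT inhibitors.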
An asterisk follows results filed as active; & = joins results of further samples; [ ] = another dose, or the depositor's remark. Unless noted, calls come from the whole dose curve; as a rule, active = well fitted curve in the direction sought with a large enough effect; inconclusive = small, poorly fitted or top-dose-only effect, or another doubt; inactive = no such curve, though single readings can be large; an effect the other way counts as inactive or inconclusive. Potency is the fitted concentration of half-maximal effect.

Screening COc1ccc(OC)c(N(CC(=O)N2CCN(c3cc(Cl)ccc3C)CC2)S(C)(=O)=O)c1 returned GoLoco inh red 9%, KinaseGlo FLuc -2%, SMN2 splice up -33%[inhibitor], JMJD2E inh -1%, NPSR antag -27%[46.1 µM], IMPase Li cell 38%[38.3 µM], RECQ1 inh -7% and Epigenetic reg 0.0%.
Screening O=c1cc(NCc2ccc3c(c2)OCO3)[nH]c(=O)n1-c1ccc(Cl)cc1 returned GoLoco inh red -10%, KinaseGlo FLuc 1%, JMJD2E inh -1%, NPSR antag -15%[46.1 µM], IMPase Li cell 19%[38.3 µM], RECQ1 inh 3% and Epigenetic reg 4.8%.
For O=C(CCc1ccccc1)NNC(=O)c1ccccc1Br the results were GoLoco inh red -4%, KinaseGlo FLuc -2%, SMN2 splice up -2%, JMJD2E inh -10%, NPSR antag 4%, IMPase Li cell 6%, RECQ1 inh -3% and Epigenetic reg 1.0%.
For O=C1CC(c2ccco2)Cc2nc(Nc3ccc(F)cc3)ncc21 (stereo not given) the results were GoLoco inh red -35%, KinaseGlo FLuc -1%, SMN2 splice up 8%, JMJD2E inh 5%, NPSR antag -15%[46.1 µM], IMPase Li cell 34%[activator][38.3 µM], RECQ1 inh -17% and Epigenetic reg -1.9%.
For O=C(Cc1ccc(-n2c(=O)c3sccc3n(Cc3ccc(F)cc3)c2=O)cc1)NCc1ccco1 the results were GoLoco inh red 6%, KinaseGlo FLuc -1%, SMN2 splice up -11%, JMJD2E inh -6%, NPSR antag -3%[46.1 µM], IMPase Li cell -5%[38.3 µM], RECQ1 inh inactive and Epigenetic reg -5.6%.
COc1ccc(/C=C/C(=O)c2ccc3c(c2)OCO3)c(OC)c1 was read as GoLoco inh red 3%, KinaseGlo FLuc inconclusive, SMN2 splice up 16µM*, JMJD2E inh inconclusive, NPSR antag -9%, IMPase Li cell 3%, RECQ1 inh -13% and Epigenetic reg 0.1%.
`Cc1cc(C)c(C(N)=O)c(Nc2cccc(Cl)c2C)n1` gave GoLoco inh red -8%, KinaseGlo FLuc 2%, SMN2 splice up 4%, JMJD2E inh 3%, NPSR antag 10%[46.1 µM], IMPase Li cell 12%[38.3 µM], RECQ1 inh -15% and Epigenetic reg 3.3%.
CCOC(=O)C(C(C)=O)c1nc(C)nc2c1nnn2Cc1ccccc1Cl (stereo not given) was read as GoLoco inh red 11%, KinaseGlo FLuc -1%, SMN2 splice up -9%, JMJD2E inh 1%, NPSR antag -21%, IMPase Li cell 16%, RECQ1 inh inactive and Epigenetic reg -1.0%.
Screening Cc1cc(C(=O)C(=O)N(C)C)c(C)n1-c1ccc(Cl)cc1 returned GoLoco inh red 9%, KinaseGlo FLuc 0%, SMN2 splice up -35%[inhibitor], JMJD2E inh 10%, NPSR antag 7%, IMPase Li cell -1%, RECQ1 inh 0% and Epigenetic reg 1.0%.
Screening COc1ccc(/C(C)=N\NC(=O)CSc2nnc(C)s2)cc1 returned GoLoco inh red 1%, KinaseGlo FLuc -1%, SMN2 splice up 1%, JMJD2E inh 2%, NPSR antag -7%[46.1 µM], IMPase Li cell 12%, RECQ1 inh -14% and Epigenetic reg 1.0%.
O=C(NCC1CCCO1)C(c1ccc(F)cc1)N(CCCN1CCOCC1)C(=O)c1ccc(-c2ccccc2)[nH]1 (stereo not given) was read as GoLoco inh red -5%, KinaseGlo FLuc -1%, SMN2 splice up -51%, JMJD2E inh -20%, NPSR antag -33%, IMPase Li cell -10%, RECQ1 inh -8% and Epigenetic reg 2.0%.
`O=C(c1ccc(-c2nnc(-c3ccccc3)o2)cc1)N1CCCCCC1` gave JMJD2E inh 5%, NPSR antag -20%[46.1 µM], RECQ1 inh inactive and Epigenetic reg -1.0%.
COCCCn1c(SCC(=O)NC2CCCCC2)nnc1-c1ccncc1 was read as GoLoco inh red 5%, KinaseGlo FLuc 1%, SMN2 splice up -11%, JMJD2E inh 3%, NPSR antag 0%[46.1 µM], IMPase Li cell 3%[38.3 µM], RECQ1 inh inactive and Epigenetic reg 0.8%.
For Cc1cc(C(=O)NCc2cccs2)c(C)o1 the results were GoLoco inh red -8%, KinaseGlo FLuc -3%, SMN2 splice up 15%, JMJD2E inh -1%, NPSR antag 8%[46.1 µM], IMPase Li cell 13%[38.3 µM], RECQ1 inh -4% and Epigenetic reg 0.0%.
`O=C1CC(c2ccccc2)CC(O)=C1C=Nc1ccccc1Cl` (stereo not given) gave GoLoco inh red 29%, KinaseGlo FLuc -1%, JMJD2E inh 6%, NPSR antag -33%, IMPase Li cell -8%, RECQ1 inh 3% and Epigenetic reg 3.2%.

Reprinted from the part before: 2 entries; new compounds follow.
For Cc1cc(C(=O)NCc2cccs2)c(C)o1 the results were GoLoco inh red -8%, KinaseGlo FLuc -3%, SMN2 splice up 15%, JMJD2E inh -1%, NPSR antag 8%[46.1 µM], IMPase Li cell 13%[38.3 µM], RECQ1 inh -4% and Epigenetic reg 0.0%.
`O=C1CC(c2ccccc2)CC(O)=C1C=Nc1ccccc1Cl` (stereo not given) gave GoLoco inh red 29%, KinaseGlo FLuc -1%, JMJD2E inh 6%, NPSR antag -33%, IMPase Li cell -8%, RECQ1 inh 3% and Epigenetic reg 3.2%.
For COc1ccc(N2CCN(C(=O)COc3ccc4c(C)cc(=O)oc4c3)CC2)cc1 the results were GoLoco inh red 5%, KinaseGlo FLuc 1%, SMN2 splice up -13%, JMJD2E inh inconclusive, NPSR antag -9%, IMPase Li cell -1%, RECQ1 inh -15% and Epigenetic reg -0.3%.
C[C@@H](C(=O)Nc1ccc2ccccc2c1)[C@@H]1C[C@@]1(C)[C@@H](NC(=O)c1cccnc1)c1ccccc1 was read as GoLoco inh red 1%&-33%, KinaseGlo FLuc 0%&-1%, SMN2 splice up -3%&-26%, JMJD2E inh -7%&-1%, NPSR antag -4%, IMPase Li cell 11%&-6%, RECQ1 inh -5% and Epigenetic reg -1.3%&0.5%.
Screening Cn1nc(C(F)(F)F)c(-c2ccccc2)c1NC(=O)c1nccnc1C(=O)O returned GoLoco inh red 4%, JMJD2E inh -23%, NPSR antag 15%, RECQ1 inh -1% and Epigenetic reg -1.7%.
For CCOc1ccccc1CNC(=O)C1CCC(=O)N1C(C)C (stereo not given) the results were GoLoco inh red -5%, KinaseGlo FLuc -5%, SMN2 splice up -6%, JMJD2E inh 2%, NPSR antag 1%[46.1 µM], IMPase Li cell -7%[38.3 µM], RECQ1 inh -2% and Epigenetic reg 0.0%.
CC(C)=CCc1c(C)nc2ccccc2c1C(=O)O was read as GoLoco inh red 4%, KinaseGlo FLuc -2%, SMN2 splice up -8%, JMJD2E inh 5%, NPSR antag -6%[46.1 µM], IMPase Li cell -8%[38.3 µM], RECQ1 inh 1% and Epigenetic reg 0.0%.
O=C(Nc1ccccc1)N1N=C(c2cccs2)CC1c1cccs1 (stereo not given) was read as GoLoco inh red -7%, KinaseGlo FLuc -1%, SMN2 splice up -4%, JMJD2E inh inconclusive, NPSR antag -31%, IMPase Li cell 13%, RECQ1 inh -6% and Epigenetic reg -0.9%.
For CCOC(=O)N1CCC(Nc2c(N3CCN(c4cc(Cl)ccc4C)CC3)c(=O)c2=O)CC1 the results were GoLoco inh red 0%, KinaseGlo FLuc -1%, SMN2 splice up -47%[inhibitor], JMJD2E inh -1%, NPSR antag -27%[46.1 µM], IMPase Li cell 13%[38.3 µM], RECQ1 inh -13% and Epigenetic reg 1.4%.
CCN(CC)S(=O)(=O)c1cccc(C(=O)Oc2cccnc2)c1 was read as GoLoco inh red -7%, KinaseGlo FLuc 4%, SMN2 splice up 13%, JMJD2E inh 6%, NPSR antag 1%[46.1 µM], IMPase Li cell 26%[38.3 µM], RECQ1 inh -4% and Epigenetic reg 1.1%.
Screening CC(C)CC(=O)NC(=S)Nc1ccc(N2CCOCC2)c(Cl)c1 returned GoLoco inh red 3%, KinaseGlo FLuc 0%, SMN2 splice up -8%, JMJD2E inh -15%, NPSR antag -28%, IMPase Li cell 15%, RECQ1 inh -12% and Epigenetic reg -1.6%.
CCc1cccc(NC2c3ccccc3C(=O)N2c2cccnc2)c1 (stereo not given) was read as GoLoco inh red -6%, KinaseGlo FLuc 3%, SMN2 splice up -16%, JMJD2E inh -5%, NPSR antag -19%[46.1 µM], IMPase Li cell 35%[activator][38.3 µM], RECQ1 inh -3% and Epigenetic reg -0.8%.
For CCOCCCNC(=O)C(NC(=O)Cc1cccs1)c1ccc(Cl)cc1 (stereo not given) the results were GoLoco inh red 0%, KinaseGlo FLuc 0%, SMN2 splice up -9%, JMJD2E inh -2%, NPSR antag 1%, IMPase Li cell 6%, RECQ1 inh -6% and Epigenetic reg 0.0%.
`COC(=O)c1ccc2c(=O)n(Cc3ccco3)c(SCC(=O)Nc3cc(C)on3)nc2c1` gave GoLoco inh red 14%, KinaseGlo FLuc 3%, SMN2 splice up -21%, JMJD2E inh -26%, NPSR antag -34%, IMPase Li cell -12%, RECQ1 inh -5% and Epigenetic reg inconclusive.
Screening CCCCN(CCCNC(=O)Cn1ncc2ccsc2c1=O)Cc1ccccc1 returned GoLoco inh red 7%, KinaseGlo FLuc 0%, SMN2 splice up -11%, JMJD2E inh -4%, NPSR antag 16%, IMPase Li cell 1%, RECQ1 inh -7% and Epigenetic reg 3.5%.
O=C(CNCC1CCCO1)N1CCCCCC1 (stereo not given) was read as GoLoco inh red 13%, KinaseGlo FLuc 0%, JMJD2E inh inconclusive, NPSR antag -18%, IMPase Li cell 15%, RECQ1 inh -6% and Epigenetic reg -1.1%.
COc1ccc(NC(=O)c2ccccn2)cc1OC was read as GoLoco inh red -27%, KinaseGlo FLuc -17%, SMN2 splice up inconclusive, JMJD2E inh inconclusive, NPSR antag 14%, IMPase Li cell -4%, RECQ1 inh 10% and Epigenetic reg -0.3%.
COc1ccc(NC(=O)CN(C)S(=O)(=O)c2cccs2)cc1 was read as GoLoco inh red 3%, KinaseGlo FLuc 6%, SMN2 splice up 19%, JMJD2E inh -2%, NPSR antag -24%[46.1 µM], IMPase Li cell 2%[38.3 µM], RECQ1 inh inactive and Epigenetic reg 0.9%.
Screening COCCn1nnnc1CN1CCC(Cc2ccccc2)CC1 returned GoLoco inh red 2%, KinaseGlo FLuc 5%, SMN2 splice up -38%[inhibitor], JMJD2E inh 6%, NPSR antag 10%[46.1 µM], IMPase Li cell 2%, RECQ1 inh -5% and Epigenetic reg -0.8%.

Source: PubChem (National Center for Advancing Translational Sciences (NCATS))

Only part of the results is shown (hit frequency here may not be typical).
